NCI-60 one-dose screen, 48 h, at 10 µM unless noted. Numbers give growth in % (100 = growth as untreated, 0 = no growth, -100 = all killed).
EKVX – EKVX NSCLC | 71,000 compounds, 3% hits
MOLT-4 – MOLT-4 leukemia cells. 80,000 compounds, 6.9% hits
A549/ATCC – A549/ATCC NSCLC | 81,000 compounds, 3.7% hits
CCRF-CEM – CCRF-CEM leukemia; 77,000 compounds, 7% hits
HOP-92 – HOP-92 NSCLC cells; 71,000 compounds, 6.3% hits
HOP-62 – HOP-62 NSCLC. 80,000 compounds, 3.9% hits
M14 – M14 melanoma. 80,000 compounds, 6.2% hits. AID 1794745
RPMI-8226 – RPMI-8226 leukemia cells | AID 1794781 | 77,000 compounds, 7.5% hits
* = called active by the depositor; · = no result given; & = joins results of further samples; [ ] = another dose, or the depositor's remark. The calls were made as follows: active = growth percent below 10; inactive = the rest.

SMILES	EKVX	MOLT-4	A549/ATCC	CCRF-CEM	HOP-92	HOP-62	M14	RPMI-8226
C/C(=C(/C)C1CC1CCN(C(=O)c1ccc([N+](=O)[O-])cc1)S(=O)(=O)c1ccc(C)cc1)C1CCCC1 (configuration not stated)	85	95	100	93	110	102	102	102
CN1CCN(CCNc2nc(-c3cccc(NS(=O)(=O)c4cccc5c(N(C)C)cccc45)c3)cs2)CC1	50	45	70	60	40	82	63	36
N#CCCN1CCN(CCC#N)CC1	105	107	106	108	89	101	107	111
CC1(C)CC[C@]2(C(=O)OC(=O)[C@]34CCC(C)(C)C[C@@H]3C3=CC[C@@H]5[C@@]6(C)CCCNC(C)(C)[C@@H]6CC[C@@]5(C)[C@]3(C)CC4)CC[C@]3(C)C(=CC[C@@H]4[C@@]5(C)CCCNC(C)(C)[C@@H]5CC[C@]43C)[C@H]2C1	98	113	102	105	92	107	103	109
O=C(CN1CCNCC1)N1CCOCC1	107	82	95	100	103	103	103	99
Cn1cc(-c2nnc(N)nc2-c2cn(C)c3ccccc23)c2cc(F)ccc21	88	67	85	82	98	95	90	89
C=C1c2c(C)nn(-c3ccc(O)cc3)c2N(C)C23C[C@@H]1C1(C)c4c(C)nn(-c5ccc(O)cc5)c4N(C)C(C)(C[C@H]12)C3 (some centres not stated)	26	·	31	4.1*	7.2*	37	15	-1.1*
CC(Cl)(CCl)CCl	·	91	94	92	73	107	108	86
O=C(O)c1ccnc(C(=O)O)c1	·	98	102	92	·	93	105	99
COc1cc(C)cc2oc3oc(=O)c(-c4csc(-c5cc6ccccc6oc5=O)n4)cc3c(=O)c12	107	108	114	105	105	103	104	109
CCOC(=O)c1cnc2ccccn2c1=O	104	95	75	96	85	95	102	103
Cc1ccc(/C=C2\SC(=S)N(NC(=O)c3ccccc3)C2=O)o1	97	108	101	100	79	97	94	101
COc1ccc(C(=O)Nn2cnc3oc(-c4ccccc4)cc3c2=N)cc1	92	99	100	97	90	99	100	102
CCOC(=O)C[n+]1cccc2c3ccccc3ccc21	88	103	97	96	100	96	99	91
CC(=O)C(=O)Nc1ccc(F)cc1	108	102	105	101	123	126	·	·
O=C1OC(c2ccccc2)=N/C1=C\c1ccc([N+](=O)[O-])cc1	100	102	120	114	87	90	95	102
Cn1cc(-c2csc(-c3cn(C)c4ccc(F)cc34)n2)c2cnccc21	-13*	-36*	1.4*	-12*	71	-71*	-80*	-38*
COc1nc2c(cc1S(=O)(=O)c1ccccc1)CCc1c-2cnn1-c1cccc(Cl)c1	·	66	66	70	47	91	83	57
COc1ccc(NC(c2ccc(OC(F)F)c(OCC3CC3)c2)c2nnnn2C2CCCCC2)cc1 (configuration not stated)	89	76	84	98	85	92	112	73
Cc1cc(C)c(C#N)c(Cl)n1	82	102	97	126	75	101	100	119
O=c1[nH]c2ccc(Oc3ncccn3)cc2c(=O)n1Cc1cccc(NC(=S)Nc2ccc(F)cc2)c1	91	75	90	78	69	96	96	58
CCSc1ccc(C(=O)O)cc1	·	105	106	98	85	105	112	101
Nc1cccc(F)c1	103	100	98	103	90	99	111	98
COc1ccc(-c2nn(-c3ccc(NC(=O)Nc4ccc(Cl)c(C(F)(F)F)c4)cc3)cc2-c2ccncc2)cc1Cl	11	8.5*	10	6.6*	-22*	-0.3*	-4.4*	-33*
COc1ccccc1OC(C)=O	95	98	102	92	106	92	95	100
COC(=O)c1c(C)[nH]c2c3c(c(OCCC#N)cc12)[C@H]1C[C@@H]2[C@@]4(C)CCCC(C)(C(=O)OC)[C@@H]4CC[C@@]32C=C1C(C)C (some centres not stated)	101	99	90	97	99	100	108	91
CCOc1ccccc1OCC	108	65	93	91	93	111	107	109
N#Cc1c(-c2ccc(Cl)cc2)n2c(nc1=O)SC(=O)C2=O	101	100	·	91	77	94	115	107
O=C(O)c1ccccc1C(=O)Nc1ccc([N+](=O)[O-])cc1	97	94	95	97	100	91	105	102
CSc1nc2nc(C)[nH]c(=O)c2[nH]1	102	104	86	93	82	103	93	95
O=C1/C(=C/c2ccc(Br)cc2)SC(=NC2CCCCC2)N1Nc1ccccc1	91	63	83	64	102	107	98	64
COc1cc(/C=C/C(C)=O)ccc1OCc1ccc(C(C)(C)C)cc1	117	70	75	68[100 µM]	82	100	47	64
ClC1C2CC3C(C2)C13 (configuration not stated)	·	96	100	103	94	98	103	108
Cc1cc(N=Nc2cc(S(=O)(=O)O)c3ccccc3c2N)ccc1-c1ccc(N=Nc2cc(S(=O)(=O)O)c3ccccc3c2N)cc1C	117	102	124	98	143	110	114	116
O=C(Nc1ccc2ncsc2c1)c1csc(Nc2ccc3[nH]ncc3c2)n1	59	50	44	23	68	62	25	14
O=[N+]([O-])c1cc(C2CCCCC2)c(O)c([N+](=O)[O-])c1	75	82	74	94	68	84	94	84
COc1cc(C=C2C(=O)N(C)C(=O)N(C)C2=O)cc(CN2CCN(C)CC2)c1O	97	101	107	98	100	105	100	99
CCCC(=O)Oc1ccc(CC)cc1	99	101	101	107	115	99	99	108
CCCCN(CCO)C(C#CC(C)(C)O)C(C)C (configuration not stated)	101	86	102	88	·	94	104	102
COc1cc(C(C)O)cc(OC)c1OC (configuration not stated)	92	117	94	93	115	93	·	103
CN(C)c1ccc(/C=C/c2cnccn2)cc1	103	90	100	107	111	104	105	96
COC(=O)c1ccccc1NN=Nc1ccccc1[N+](=O)[O-]	85	93&96	105&95	92&93	93&70	103&91	109&109	87&94
Cc1ccc(C(=O)/C(=N/O)S(=O)(=O)c2ccccc2)cc1	·	98	106	99	·	111	104	105
NS(=O)(=O)c1ccc(Nc2nc(N/N=C/c3ccc(F)cc3)nc(Nc3ccccc3)n2)cc1	63	22	7.8*	20	64	18	58	51
CCCCN(CCCC)C(=O)OCC	103	97	100	104	94	·	104	112
CCCCCCCCCCCCCCCCOC(=O)C(CCSC)NCNc1ccc(S(=O)(=O)c2ccc(NCNC(CCSC)C(=O)OCCCCCCCCCCCCCCCC)cc2)cc1 (configuration not stated)	·	106	96	·	·	102	98	101
O=C1COc2cccnc2N1	107	99	102	104	96	106	109	91
Cc1cc(C(=O)c2ccccc2)c(C)c2c1[nH]c1ccc(Cl)cc12	43	16	20	8.5*	55	34	20	-0.7*
Cc1ccc(/C=N/NC(=O)c2ccc3cccc(O)c3n2)cc1	86	102	101	103	90	96	99	110
Cc1cc2nnc3c4ncccc4c(C#N)n3c2cc1C	114	128	95	54	·	96	105	81

Entries of single compounds, looked up by structure. Screens in order: EKVX	MOLT-4	A549/ATCC	CCRF-CEM	HOP-92	HOP-62	M14	RPMI-8226
Cc1cc(N=Nc2cc(S(=O)(=O)O)c3ccccc3c2N)ccc1-c1ccc(N=Nc2cc(S(=O)(=O)O)c3ccccc3c2N)cc1C is listed with 117	102	124	98	143	110	114	116
N#CCCN1CCN(CCC#N)CC1 is listed with 105	107	106	108	89	101	107	111
COc1ccccc1OC(C)=O is listed with 95	98	102	92	106	92	95	100

Remaining list, next part:
SMILES	EKVX	MOLT-4	A549/ATCC	CCRF-CEM	HOP-92	HOP-62	M14	RPMI-8226
CO[C@H]1CNCC[C@@H](c2ccccc2)OC(=O)C[C@@]2(O)O[C@H]([C@@H](O)[C@H](O)[C@H]2O)[C@@H](O)/C=C/[C@H]1OC	99	103	102	101	120	102	·	113
COC(=O)N[C@@H](C)CNc1nccc(-c2cn(C(C)C)nc2-c2cc(Cl)cc(NS(C)(=O)=O)c2F)n1	63	67	53	90	50	73	3.8*	113
CN1c2ccccc2C(C)(C)C12CC(c1ccc(Cl)c(S(=O)(=O)N3CCCC3)c1)=NO2 (configuration not stated)	88	32	47	42	·	71	82	49
C#CCOc1ccc(C2=NN(CCCC)C3N=C(Cl)c4ncn(CCCC)c4N23)cc1OCC#C (configuration not stated)	85	65	80	78	74	90	92	85
CCOC(=O)c1ccc(S(=O)(=O)N(CC)CC)cc1	113	83	100	115	94	106	105	117
Oc1c(CN2CCOCC2)cc(CN2CCOCC2)c(O)c1CN1CCOCC1	109	100	104	96	·	102	104	·
C=CC(=O)Nc1ccccc1	100	100	104	114	113	107	100	107
COc1ccccc1CCC(=O)N[C@@H]1CCCN(c2ccc(C(F)(F)F)cn2)C1	95	73	74	95	100	92	97	94
CN(C)Cc1ccc(NC(=O)c2cncc(C#Cc3cnc(N)c4ncccc34)c2)cc1F	93	76	66	4.7*	81	96	-84*	36
CCOC(=O)CCCCc1ccc(C(C)=O)cc1	102	96	97	100	100	100	108	99
COc1ccc(-c2cc(-c3ccccc3)nc(NCCNc3ccnc4cc(Cl)ccc34)n2)cc1	-88*	-44*	-75*	-31*	-77*	-84*	-79*	-34*
O/N=C/c1ccc(O)cc1O	102	102	91	86	92	101	·	95
O=S(=O)(Nc1ccccn1)c1ccc(N=Nc2ccc(O)c3ncccc23)cc1	·	4.8*	-6.8*	7.5*	·	7.3*	12	-15*
CC/C(=C(\c1ccc(OCCN2CCCCCCC2)cc1)c1ccc(OC(=O)C2CCCCC2)cc1)c1ccc(Cl)cc1	105	89	104	89	90	102	91	107
Cn1nc(N)c2cc([C@@H]3Nc4ccc5[nH]ncc5c4[C@H]4C5CCC(C5)[C@@H]34)ccc21 (some centres not stated)	47	20	29	17	105	47	3.2*	48
O=C1/C(=C/c2ccc(Cl)cc2)SC(=S)N1C1c2ccccc2Oc2ccccc21	93	91	91	64	50	73	90	75
COc1cc2c(=O)ccn(-c3ccc(N(C)C)cc3)c2cc1OC	95	103	99	109	79	110	105	·
O=C1C=C(C(O)c2ccc(O)cc2)C(=O)c2ccccc21 (configuration not stated)	·	85	104	·	-2.8*	116	79	·
CN1C(=O)N(C)C2SC(N/N=C/c3ccc(F)cc3)=NC21 (configuration not stated)	77	45	50	40	71	53	24	77
O=C1N2CN(CC3CC3)CN3C(=S)N4CN(CC5CC5)CN1C4C23 (configuration not stated)	100	89	103	100	·	96	98	·
O=S(=O)(NCCNc1nccc(-c2c(-c3ccc(F)c(O)c3)nc3sccn23)n1)c1ccc(F)cc1	56	12	27	13	34	48	15	12
CN(C)CCN(C)C(=O)C(c1ccccc1)C1CCCCC1 (configuration not stated)	136	124	104	111	79	113	110	98
CCN(CC)CC(O)CNc1c(C)cccc1C (configuration not stated)	100	85	93	112	·	90	97	113
O=C(NS(=O)(=O)c1ccc2ccccc2c1)n1ccc2cccnc21	94	99	101	91	94	93	98	92
CC(=O)c1c(N)c(C#N)cn1-c1cc(Cl)cc(Cl)c1	95	102	95	94	93	88	92	98
Cc1ccc2nc(-c3ccc(N=Cc4ccccc4O)cc3)sc2c1	90	82	72	77	78	78	78	71
COc1ccc(Nc2ncc(C#N)c(NCCCNC(=O)C3CCC3)n2)cc1	87	35	61	46	64	31	71	86
C=C(C)[C@@H]1CC[C@]2(C(=O)Nc3ccccn3)CC[C@]3(C)[C@H](CC[C@@H]4[C@@]5(C)CCC(=O)NC(C)(C)[C@@H]5CC[C@]43C)[C@@H]12	82	68	96	79	71	102	94	61
CC(C)(C)c1ccc2oc(=O)n(SC(Cl)(Cl)Cl)c2c1	92	77	97	83	106	94	94	102
CN1CCN(Cc2ccc(NC(=O)c3cncc(C#Cc4cnc5ccc(N[C@@H]6CCOC6)nn45)c3)cc2C(F)(F)F)CC1	-100*	-19*	-56*	-4.8*	-82*	-75*	-83*	-24*

The final seven entries of the part before come first, to join the parts:
SMILES	EKVX	MOLT-4	A549/ATCC	CCRF-CEM	HOP-92	HOP-62	M14	RPMI-8226
O=C(NS(=O)(=O)c1ccc2ccccc2c1)n1ccc2cccnc21	94	99	101	91	94	93	98	92
CC(=O)c1c(N)c(C#N)cn1-c1cc(Cl)cc(Cl)c1	95	102	95	94	93	88	92	98
Cc1ccc2nc(-c3ccc(N=Cc4ccccc4O)cc3)sc2c1	90	82	72	77	78	78	78	71
COc1ccc(Nc2ncc(C#N)c(NCCCNC(=O)C3CCC3)n2)cc1	87	35	61	46	64	31	71	86
C=C(C)[C@@H]1CC[C@]2(C(=O)Nc3ccccn3)CC[C@]3(C)[C@H](CC[C@@H]4[C@@]5(C)CCC(=O)NC(C)(C)[C@@H]5CC[C@]43C)[C@@H]12	82	68	96	79	71	102	94	61
CC(C)(C)c1ccc2oc(=O)n(SC(Cl)(Cl)Cl)c2c1	92	77	97	83	106	94	94	102
CN1CCN(Cc2ccc(NC(=O)c3cncc(C#Cc4cnc5ccc(N[C@@H]6CCOC6)nn45)c3)cc2C(F)(F)F)CC1	-100*	-19*	-56*	-4.8*	-82*	-75*	-83*	-24*
Cc1cnc(N)nc1OCC(C)(C)CNC(=O)c1cccc(-c2ccc(S(=O)(=O)Nc3ccc4c(c3)N(C(=O)C3CC3)CCC4)cc2)c1	63	29	50	62	53	60	96	45
COc1ccc(-n2ncn(CCCCn3cnn(-c4ccc(OC)cc4)c3=O)c2=O)cc1	98	·	93	97	93	94	95	83
O=[N+]([O-])c1ccc(OCCN(Cc2ccccc2)Cc2ccccc2)c([N+](=O)[O-])c1	77	59	64	65	65	78	78	69
Cc1ccccc1OC(=O)c1cccc(Cl)c1	99	-16*	102	98	101	145	110	99
Nc1cc(Cl)c([N+](=O)[O-])cc1O	91	69	101	·	98	96	·	77
COc1ccc(S(=O)(=O)NC2C(O)C3(C)c4ccccc4C2(C)c2ccccc23)cc1OC (configuration not stated)	88	94	100	104	102	108	107	103
O=C1c2ccccc2NC(n2sc3ccccc3c2=O)N1c1ccc(Cl)cc1 (configuration not stated)	93	82	94	54	100	93	78	101

Rewritten in CSV form: part of the list above.
Compound,EKVX,MOLT-4,A549/ATCC,CCRF-CEM,HOP-92,HOP-62,M14,RPMI-8226
O=[N+]([O-])c1cc(C2CCCCC2)c(O)c([N+](=O)[O-])c1,75,82,74,94,68,84,94,84
COc1cc(C=C2C(=O)N(C)C(=O)N(C)C2=O)cc(CN2CCN(C)CC2)c1O,97,101,107,98,100,105,100,99
